Casp6 inh: human caspase-6 inhibitors, primary screen, biochemical, VEID-R110 fluorescence, single point, set 2; P55212; purified caspase-6, Z-VEID-R110 cleavage fluorescence; inhibition, % at 12.5 µM; actives 0.53% (n = 350,000); AID 686996, 2013;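 active = mean inhibition across replicates at least about 35%, with every replicate also reaching that limit, limit read from the data; inconclusive = only one of the two criteria met; inactive = neither criterion met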;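 note: 0% = median of neutral control wells and 100% = no fluorescence left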
Target sequence (P55212 24-179 limits assumed): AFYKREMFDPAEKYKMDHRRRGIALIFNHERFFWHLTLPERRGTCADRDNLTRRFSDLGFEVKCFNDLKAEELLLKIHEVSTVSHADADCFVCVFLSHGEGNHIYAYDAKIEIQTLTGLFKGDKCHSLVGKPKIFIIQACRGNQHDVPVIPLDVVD
Target sequence (P55212 194-293 limits assumed): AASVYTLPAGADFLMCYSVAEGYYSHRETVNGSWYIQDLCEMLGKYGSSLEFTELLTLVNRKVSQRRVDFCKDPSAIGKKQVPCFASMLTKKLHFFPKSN
miR-122 sensor: miR-122 Renilla sensor signal increase in Huh7, primary screen, miR-122 inhibitor project, cell-based, single point, plate reader; Huh7 miR-122 Renilla luciferase sensor, 48 h; neutral wells = 0, positive control = 100; activation (reporter increase), % at 12.5 µM; actives 0.3% (n = 340,000); AID 602342, 2012;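 active = mean replicate activation score at least 90 and every replicate individually at or above 90; inconclusive = only one of the two criteria met; inactive = neither criterion met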;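 note: higher luciferase means less miR-122 activity so hits act as miR-122 inhibitors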
EWS-Fli block: EWS/Fli-driven NR0B1 reporter inhibitors, primary screen, A673 cells, NR0B1 luciferase, luminescence, MLPCN library | viability-normalised | inhibition, % at 12.6 µM | actives 0.67% (n = 350,000) | AID 651661, 2012;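 active = mean inhibition of at least 50% after viability correction, with every replicate also passing that limit; inconclusive = mean reaches 50% but only one of two replicates passes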;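 note: firefly luciferase signal divided by Alamar Blue viability fluorescence both relative to DMSO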
PAX8 inh HTS: inhibitors of PAX8-driven TPO luciferase reporter, primary screen, RMG-I cells, single concentration; SteadyGlo, 24 h; inhibition, % at 12.6 µM; actives 1.2% (n = 360,000); AID 652154, 2013;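 active = mean replicate inhibition at least 60% with every replicate also reaching 60%; inconclusive = only one of the two criteria is met; inactive = mean below 60% and not all replicates reaching 60%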;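 note: luciferase light reporting Pax8 driven TPO promoter activity; plate controls were median of neutral control wells for no effect and mitoxantrone controls for full effect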
Cneo AK release: Cryptococcus neoformans cell lysis inducers, primary screen, AK release luminescence, single concentration. C. neoformans lysis, adenylate kinase release luminescence, 4 h; normalised: neutral wells 0, clomiphene wells 100. lysis activity, % at 15 µM. actives 0.2% (n = 360,000). AID 651654, 2012;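 active = mean lysis activity across replicates of at least 80%, whatever share of replicates individually reach that level; inactive = mean lysis activity below 80%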
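Material: C. neoformans cells; Schedule: 4 h static compound exposure, 37 °C, read 1 h post-reagent; Measured by: adenylate kinase release luminescence; Read-out: signal increase indicating cell lysis; Controls: Clomiphene as positive lysis control.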
LGR2 inh: inhibitors of bursicon-induced LGR2 CRE-luciferase signal, primary screen, cell-based, HEK293, CRE-luciferase reporter, bursicon stimulation | bursicon-stimulated, 4 h | inhibition, % at 9.99 µM | actives 0.35% (n = 380,000);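 active = drop in luminescence signal, shown as inhibition above about 50% in the replicate tests, limit read from the data, passing the limit was not always enough; inconclusive = probably only some replicates passing the limit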;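 note: agonist challenge used bursicon conditioned medium at about half maximal strength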
FN deposit inh: inhibitors of fibronectin matrix deposition, primary screen, AH1F cells, Alexa488-fibronectin fluorescence, plate reader | inhibition, % at 12.6 µM | AH1F fibroblasts, overnight | actives 0.086% (n = 350,000);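 active = mean inhibition across replicates of 30% or more, regardless of how many single replicates reach that level; inconclusive = mean under 30% yet at least half of replicates reach 30%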;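 note: positive control wells lacked labelled fibronectin entirely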
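Assay system: AH1F fibroblasts assembling fluorescent fibronectin matrix; Amount: 10000 AH1F cells per well; Buffer or medium: DMEM, 2% serum; Probe or stimulus: Alexa488-fibronectin, 24 nM final in well; Doses: single compound dose, delivered by pin transfer; Incubation: 1 h adhesion, overnight exposure; Measured by: fluorescence 485/525 nm; Read-out: fibronectin deposition inhibition.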
PGC1a acetyl inh: inhibitors of PGC1a acetylation signal, primary screen, cell-based, U2OS, AlphaScreen, inhibitor mode | AlphaScreen anti-acetyl-lysine; with virally co-expressed GCN5 acetyltransferase | inhibition, % at 15.6 µM | actives 0.17% (n = 350,000) | AID 651687, 2012;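 active = every replicate shows inhibition of at least 40%; inconclusive = mean inhibition at least 40% but some replicate below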;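 note: 0% = neutral control wells and 100% = positive control wells; some results beyond the cut were filed as inactive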
Numbers without * were called inactive; ? = inconclusive; . = no result given; [ ] = another dose, or the depositor's remark.

[1] CCN(CC)C(=O)c1[nH]cnc1C(=O)NC1CCN(C(=O)OC(C)(C)C)CC1
[2] C[C@@H]1CN([C@H](C)CO)C(=O)c2cc(NC(=O)Nc3ccc(F)cc3)ccc2O[C@@H]1CN(C)S(=O)(=O)c1cn(C)cn1
[3] CN(CC(O)COc1ccc(S(=O)(=O)N2CCOCC2)cc1)C1CCCCC1 (stereo unspecified)
[4] C[C@@H]1CN([C@@H](C)CO)C(=O)c2cc(NS(C)(=O)=O)ccc2O[C@@H](C)CCCCO[C@@H]1CN(C)Cc1ccccc1
[5] CCCC(=O)Nc1cccc(NC(=O)c2cccc([N+](=O)[O-])c2C)c1
[6] CCNC(=O)Nc1ccc2c(c1)C(=O)N(C)[C@@H]1CC[C@H](CC(=O)NCCOC)O[C@@H]1CO2
[7] N#Cc1ccc(CSc2nnc(NC(=O)C3CCCO3)s2)cc1 (stereo unspecified)
[8] S=C(NCC1CCCO1)N1CCN(c2cccc(Cl)c2)CC1 (stereo unspecified)
[9] Cc1cccc(C)c1NC(=O)c1cccc(COc2cc(Cl)ccc2Cl)c1
[10] O=C(Nc1cccc2ccccc12)c1[nH]c(-c2ccccc2)c2c1C(=O)N(C1CC1)C2=O

entry no.	1	2	3	4	5	6	7	8	9	10
Casp6 inh	0	-14	.	.	0	-1	.	-1	.	-2
miR-122 sensor	.	32[16.7 µM]	.	-1[16.7 µM]	.	0[16.7 µM]	-2	.	-4	2
EWS-Fli block	-9	-3	.	-1	0	-7	.	6	.	3
PAX8 inh HTS	-37	-61	-14	-3	1	14	11	19	-58	10
Cneo AK release	1	42	-1	.	.	-2	-2	.	0	-24
LGR2 inh	-11	-5	.	-8	4	7	.	-5	-16	-2
FN deposit inh	5	.	-1	.	1	3	15	.	1	8
PGC1a acetyl inh	.	7	-2	-1	.	2	-2	.	1	-2

[11] O=c1[nH]c(S)c(/C=C2\C=Nc3ccccc32)s1
[12] COc1cc(/C=C/c2ccc3cccc(O)c3n2)c(Br)cc1O
[13] COc1cc(C(=O)NCC(=O)NCCSc2ccc(Br)cc2)cc(OC)c1OC
[14] Cc1noc(C)c1NC(=O)N(C)C[C@H]1Oc2c(NC(=O)CCCCCC(=O)Nc3ccccc3N)cccc2C(=O)N([C@@H](C)CO)C[C@@H]1C
[15] CO[C@@H]1CN(C)C(=O)c2ccc(NS(C)(=O)=O)cc2OC[C@@H](C)N(Cc2cncnc2)C[C@H]1C
[16] CSc1ccc(S(=O)(=O)NCC(=O)OCC(=O)N(C)CC(=O)Nc2ccc(F)cc2)cc1[N+](=O)[O-]
[17] COc1ccc(N2CCN(CCC3Oc4cc([N+](=O)[O-])ccc4NC3=O)CC2)cc1 (stereo unspecified)
[18] C[C@@H]1CN([C@H](C)CO)C(=O)Cc2cc(NC(=O)Nc3ccc(F)cc3)ccc2O[C@@H]1CN(C)C(=O)Nc1cccc2ccccc12
[19] CC(=O)N(C)C[C@H]1Oc2cc(C3=CCCCC3)ccc2S(=O)(=O)N([C@@H](C)CO)C[C@H]1C
[20] Oc1oc(-c2ccccc2)nc1C=NCc1ccncc1

entry no.	11	12	13	14	15	16	17	18	19	20
Casp6 inh	5	6	0	1	0	-3	3	2	.	.
miR-122 sensor	-5	53	-13	.	-13[16.7 µM]	-10	4	36[16.7 µM]	-12[16.7 µM]	-4
EWS-Fli block	14	-2	0	.	5	4	4	4	-6	.
PAX8 inh HTS	26	-6	13	-2	.	13	-15	50	.	-22
Cneo AK release	-4	-2	.	.	-1	-1	-7	-9	.	-3
LGR2 inh	.	-31	8	-5	3	-7	14	-1	0	.
FN deposit inh	-10	8	12	3	-1	6	.	.	.	5
PGC1a acetyl inh	1	.	3	1	1	-3	0	-2	-14	-21

[21] CO[C@H]1CC[C@H]2CCN(C)C(=O)[C@@H](C)N(C)C(=O)c3cc(C#N)ccc3OC[C@H]1O2
[22] Cc1ccc(C(=O)NCc2ccncc2)cc1S(=O)(=O)Nc1cccc(C)c1C
[23] Cc1cccc(C)c1NC(=O)C1c2cccc[n+]2CC(=O)N1Cc1cccs1 (stereo unspecified)
[24] COc1ccc(CN(Cc2ccc(C(=O)O)cc2)C(=S)Nc2ccccc2Cl)cc1OC
[25] COCCNC(=O)C1CCCN(C(=O)c2ccc(SC(F)(F)F)cc2)CC1 (stereo unspecified)
[26] Cc1c(N=C(N)/N=C(\N)Nc2ccccc2)c(=O)n(-c2ccccc2)n1C
[27] COc1ccc(C(=O)N/N=C/c2ccccn2)cc1
[28] CN1C(=O)/C(=C\c2ccc(OC(=O)c3ccco3)cc2)SC1=S
[29] Cc1c(Cl)cccc1NC(=S)N1CCN(c2ccc([N+](=O)[O-])cn2)CC1
[30] Cc1cc(C)nc(SCCN2CCCCC2)n1

entry no.	21	22	23	24	25	26	27	28	29	30
Casp6 inh	-4	-3	10	1	0	-2	1	-2	4	-2
miR-122 sensor	.	?	0	-6	.	.	3	-3	.	.
EWS-Fli block	-4	.	10	2	4	-8	-63	-29	-3	11
PAX8 inh HTS	-20	20	-2	10	14	-1	-88	17	-2	4
Cneo AK release	-1	0	0	4	1	.	-2	-1	.	.
LGR2 inh	-9	4	2	.	-12	1	-6	7	5	17
FN deposit inh	-4	1	-1	2	5	-1	3	1	-7	-6
PGC1a acetyl inh	.	.	-9	-1	6	.	7	.	.	.

[31] CCOC(=O)c1c(-c2ccccc2)csc1NC(=O)/C(C#N)=C\c1ccc(O)c(OC)c1
[32] CC1=CC=CC2=NC(=O)CC(C)(C(=O)N(CC(=O)NC3CCCC3)c3ccccc3C)N12 (stereo unspecified)
[33] O=C(C[C@@H]1CC[C@@H](NC(=O)Nc2cc(F)ccc2F)[C@@H](CO)O1)NCCCN1CCOCC1
[34] COc1ccccc1N1CCN(CC(=O)NCCc2ccc(S(N)(=O)=O)cc2)CC1
[35] Cc1cc(=O)n2nc(N3CCC(C(=O)Nc4c(F)c(F)c(F)c(F)c4F)CC3)sc2n1
[36] Cc1ccccc1C(=O)c1cccn1CC(=O)NCC1CCCO1 (stereo unspecified)
[37] O=C(Nc1nc(-c2ccccc2)cs1)c1ccc(S(=O)(=O)N2CCc3ccccc32)cc1
[38] NS(=O)(=O)c1ccc(NC(=S)N2CCN(c3ccccc3)CC2)cc1
[39] O=C(COC(=O)Cc1ccc(Br)cc1)NC1CCCC1
[40] Cc1c(Cc2ccc3c(c2)OCO3)sc(NC(=O)c2ccc3ccccc3c2)c1C(N)=O

entry no.	31	32	33	34	35	36	37	38	39	40
Casp6 inh	-3	.	1	3	-2	.	-1	.	2	-4
miR-122 sensor	.	-4	.	6	-14	3	-8	8	58	-9
EWS-Fli block	10	.	-2	0	-6	.	-25	.	2	-23
PAX8 inh HTS	21	-3	-8	8	17	.	47	-21	-31	-1
Cneo AK release	.	1	-1	.	1	0	1	0	-13	-1
LGR2 inh	1	.	8	2	2	3	-3	28	8	.
FN deposit inh	-37	.	1	.	-2	.	-8	1	-2	2
PGC1a acetyl inh	.	-54	3	6	6	-12	-11	3	-8	6

Continued (3 carried over from the part before).
[38] NS(=O)(=O)c1ccc(NC(=S)N2CCN(c3ccccc3)CC2)cc1
[39] O=C(COC(=O)Cc1ccc(Br)cc1)NC1CCCC1
[40] Cc1c(Cc2ccc3c(c2)OCO3)sc(NC(=O)c2ccc3ccccc3c2)c1C(N)=O
[41] C[C@@H]1CN([C@H](C)CO)C(=O)c2cc(N(C)C)ccc2O[C@@H]1CN(C)S(=O)(=O)c1ccc(F)cc1
[42] COc1ccc(Cc2nnc(SCC(=O)Nc3ccc(N4CCOCC4)cc3)n2C)cc1
[43] S=C(N/N=C/c1ccc2ncccc2c1)Nc1ccccc1
[44] COc1ccc(S(=O)(=O)Nc2ccc3c(c2)C(=O)N([C@H](C)CO)C[C@@H](C)[C@@H](CN(C)C(=O)Nc2ccc(F)cc2)O3)cc1
[45] COc1ccccc1-c1cnc(C(O)c2ccc(CN3CCCCC3)cc2)[nH]1 (stereo unspecified)
[46] S=C(Nc1ccc(Nc2ccccc2)cc1)N1CCN(c2ncccn2)CC1
[47] Cc1noc(C)c1NC(=O)N[C@@H]1CC[C@@H](CCNC(=O)C2CCCC2)O[C@@H]1CO
[48] O=C(CN1CCOCC1)Nc1ccc(Oc2ccccc2)cc1
[49] CCn1nc(C)cc1C(=O)N1CCCC(Nc2ccc(F)c(F)c2)C1 (stereo unspecified)
[50] O=C(C[C@@H]1CC[C@@H]2[C@H](COC[C@H](O)CN2C(=O)c2ccccc2)O1)Nc1ccccc1

entry no.	38	39	40	41	42	43	44	45	46	47	48	49	50
Casp6 inh	.	2	-4	0	-3	-4	-1	-5	-3	1	.	-3	.
miR-122 sensor	8	58	-9	7[16.7 µM]	4	.	0[16.7 µM]	0	.	-9[16.7 µM]	-2	-4	-2[16.7 µM]
EWS-Fli block	.	2	-23	-6	-10	3	-10	-8	2	1	.	8	.
PAX8 inh HTS	-21	-31	-1	-23	-10	-110	1	1	4	1	.	9	.
Cneo AK release	0	-13	-1	-1	-4	.	40	-1	.	-4	1	6	0
LGR2 inh	28	8	.	-5	-4	39	-7	-29	-4	9	.	0	11
FN deposit inh	1	-2	2	-4	9	-7	.	-1	5	-14	12	18	-9
PGC1a acetyl inh	3	-8	6	-1	-3	.	-1	-10	1	4	-2	1	2

[51] C[C@@H]1CN([C@H](C)CO)C(=O)c2cc(C#CCc3ccccc3)cnc2O[C@@H]1CN(C)Cc1cccc(C(=O)O)c1
[52] CCCC#Cc1ccc([C@@H]2[C@@H](C#N)N(S(C)(=O)=O)[C@@H]2CO)cc1
[53] CCN1C(=O)[C@@H]2[C@@H](c3ccc(-c4ccc(C(C)=O)cc4)cc3)N3CCC[C@@]3(C(=O)OC)[C@@H]2C1=O
[54] CC(=O)C(Sc1ccc2nnc(-c3ccc(F)cc3)n2n1)C(C)=O
[55] O=S(=O)(c1ccc(F)cc1)N1CCCCN2[C@@H](CO)[C@@H](c3ccc(-c4ccccc4F)cc3)[C@@H]2C1
[56] O=C(C[C@@H]1C[C@H]2c3cc(NC(=O)NC4CCCCC4)ccc3O[C@H]2[C@H](CO)O1)NCc1ccccc1

entry no.	51	52	53	54	55	56
Casp6 inh	-3	0	1	0	-2	-3
miR-122 sensor	2[16.7 µM]	.	.	-1	2[16.7 µM]	-2[16.7 µM]
EWS-Fli block	-2	2	-6	-5	0	-3
PAX8 inh HTS	3	12	-1	18	5	15
Cneo AK release	2	-5	1	0	2	51
LGR2 inh	0	2	2	6	.	13
FN deposit inh	.	2	4	-1	.	-15
PGC1a acetyl inh	-6	0	.	-1	-20	1

Assay outcomes: PubChem BioAssay, Broad Institute
